Screening data deposited in PubChem by National Center for Advancing Translational Sciences (NCATS).
D2 ag: activates the human D2 dopamine receptor | activation, % at 2 µM | AID 485358 | HEK293 T-REx D2 cells, calcium flux agonist mode | P14416 | 340,000 compounds, 0.53% hits;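 active = activation over 3 SD above normal in the single-dose calcium agonist read, cut at about 30% in these data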; also: 0% is about no effect
Target sequence (P14416 whole entry, looked up): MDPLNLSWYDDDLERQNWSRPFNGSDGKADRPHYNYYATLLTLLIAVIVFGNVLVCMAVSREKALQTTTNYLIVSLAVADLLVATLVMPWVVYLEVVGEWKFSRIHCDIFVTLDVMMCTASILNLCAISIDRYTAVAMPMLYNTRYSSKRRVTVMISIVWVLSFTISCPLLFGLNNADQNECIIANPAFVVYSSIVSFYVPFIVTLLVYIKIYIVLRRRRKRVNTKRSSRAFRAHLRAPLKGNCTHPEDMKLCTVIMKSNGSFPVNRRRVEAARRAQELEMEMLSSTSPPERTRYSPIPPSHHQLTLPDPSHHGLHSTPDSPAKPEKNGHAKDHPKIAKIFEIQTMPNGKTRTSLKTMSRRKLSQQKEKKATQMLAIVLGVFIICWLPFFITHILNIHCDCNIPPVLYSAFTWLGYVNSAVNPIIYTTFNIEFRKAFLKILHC
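Calcium-flux readout, 1 cycle/sec over 180 s following compound pin transfer, in inducible HEK293 Trex D2 cells (force-coupled); dopamine controls included. Positive calcium responses during this window marked compounds as potential agonists.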
TRHR agonist: activates the human TRH receptor. P34981. TRHR cells, calcium flux fluo-8, FDSS agonist mode. activation, % at 2 µM. 360,000 compounds, 0.18% hits; in the data active = activation above about 30%; also: 0% is about no effect
Target sequence (P34981 whole entry, looked up): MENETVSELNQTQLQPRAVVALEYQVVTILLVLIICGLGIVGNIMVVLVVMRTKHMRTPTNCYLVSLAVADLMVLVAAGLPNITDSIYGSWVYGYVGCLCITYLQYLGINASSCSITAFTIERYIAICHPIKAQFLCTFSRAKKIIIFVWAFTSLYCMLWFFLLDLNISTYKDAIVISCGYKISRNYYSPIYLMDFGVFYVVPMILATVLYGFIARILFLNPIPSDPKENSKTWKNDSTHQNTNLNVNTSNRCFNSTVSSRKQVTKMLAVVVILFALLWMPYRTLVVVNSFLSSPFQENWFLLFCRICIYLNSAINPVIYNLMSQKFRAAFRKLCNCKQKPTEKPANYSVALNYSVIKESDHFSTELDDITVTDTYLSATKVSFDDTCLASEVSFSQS
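TRHR-expressing cells, plated overnight in medium with 10% serum, were loaded with fluo-8 calcium dye at room temperature. After a 10 s baseline, library compound was pin-added and calcium release was recorded kinetically (ex 480/em 530) as agonist response.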
USP1 inh: USP1/UAF1 (human) deubiquitinase inhibition; AID 743255; O94782; 390,000 compounds, 0.23% hits; Potency, µM (highest dose often 57.1 µM), for the others: at the highest dose activity change, negative = inhibition, most hits filed as inhibitors; recombinant USP1/UAF1, Ub-Rhodamine cleavage fluorescence; also: potency is read from the fitted curve at half-maximal effect; % is scaled to controls: 0 for no effect and ±100 for the full control effect; nearly all actives have a fitted effect of over 60% in size; inactives centre near -12
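High-throughput fluorogenic screen: 1nM USP1/UAF1 complex, Ub-Rho substrate 150nM final, 50mM HEPES pH 7.8 with 0.5mM EDTA, 0.1 mg/ml BSA, 1mM TCEP and 0.01% Tween-20.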
Pin1 inhibitor: human Pin1 inhibition; Q13526; Pin1 FP peptide displacement, HiFluor488, 10 min; Potency, µM (series often up to 115 µM), inactives show top-dose activity, negative = inhibition, hits mostly inhibitors; 390,000 compounds, 0.009% hits; AID 504891; active = well fitted inhibition curve with a large enough effect in the polarisation, with a control signal flat, not every such curve was filed as active; inconclusive = small, poorly fitted or top-dose-only effect, or effect the other way, or a change in a side signal; inactive = no such curve, though single readings can be large or run the other way; the % refers to the polarisation; also: potency is read from the fitted curve at half-maximal effect; % is scaled to controls: 0 for no effect and ±100 for the full control effect
Target sequence (Q13526 whole entry, looked up): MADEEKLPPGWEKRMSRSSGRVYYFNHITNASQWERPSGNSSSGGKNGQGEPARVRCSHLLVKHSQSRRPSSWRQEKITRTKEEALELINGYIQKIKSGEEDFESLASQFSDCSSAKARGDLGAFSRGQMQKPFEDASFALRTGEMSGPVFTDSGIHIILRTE
TRHR enhancer: allosteric enhancers of human TRH receptor | 360,000 compounds, 0.66% hits | TRHR cells, fluo-8 calcium fluorescence, EC20 TRH enhancement | enhancement, % at 2 µM | AID 493056; in the data active = enhancement above about 30%; also: 0% is about no effect
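Enhancer read-out: after compound pinning and an initial kinetic agonist-mode read, an EC20 of TRH (10 nM final) was injected and fluo-8 calcium signal (Ex 480/Em 530) followed at 1 s/cycle for 100 cycles in TRHR-expressing cells.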
D2 antagonist: antagonizes the human D2 dopamine receptor | HEK293 TREx D2 cells, calcium flux, dopamine EC80 | P14416 | inhibition, % at 10 µM | 340,000 compounds, 2% hits | AID 485344; in the data active = inhibition above about 30%; also: 0% is about no effect
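HEK293 T-REx D2 cells, tet-induced, calcium dye no-wash. Cpd pintool add, 180 s kinetic, then EC80 DA, 180 s kinetic. Ca flux read.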
IDH1 R132H inh: inhibitors of human mutant IDH1 R132H; IDH1-R132H enzyme, NADPH consumption, diaphorase/resazurin fluorescence; 390,000 compounds, 0.093% hits; Potency, µM (titrated, usually from 76.6 µM), without a hit: at the top dose activity change, negative = inhibition, usual class: inhibitors; also: potency is read from the fitted curve at half-maximal effect; % is scaled to controls: 0 for no effect and ±100 for the full control effect; nearly all actives have a fitted effect of over 65% in size
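IDH1-R132H (0.5 ug/mL) preincubated 30 min with compound, then NADPH (0.016 mM) and alpha-KG (2 mM) added; 80 min at RT, pH 7.5. Remaining NADPH coupled via diaphorase/resazurin to fluorescence (540/590 nm); concentration-response curves normalized to no-enzyme control.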
TrxR1 substrate: is turned over as a substrate by rat TrxR1; O89049; purified TrxR1 substrate turnover, NADPH consumption readout; Potency, µM (highest dose often 114 µM), without a hit: at the top dose activity change, negative = substrate turnover; 390,000 compounds, 0.01% hits; also: potency is read from the fitted curve at half-maximal effect; % is scaled to controls: 0 for no effect and ±100 for the full control effect; nearly all actives have a fitted effect of over 50% in size
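Rat TrxR1, dispensed at 90 nM, was prereduced with 400 uM NADPH (final) for 5 min at ~22 deg C, then incubated with compound 15 min before 400 uM selenite. A first-read NADPH fluorescence drop versus no-compound background flagged substrates.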
rTrxR1 inhibitor: blocks rat thioredoxin reductase 1; recombinant rTrxR1, NADPH fluorescence consumption, selenite substrate; 390,000 compounds, 1% hits; Potency, µM (series often up to 114 µM), without a hit: at the top dose activity change, negative = inhibition, actives largely listed as inhibitors; AID 588453; also: potency is read from the fitted curve at half-maximal effect; % is scaled to controls: 0 for no effect and ±100 for the full control effect; nearly all actives have a fitted effect of over 65% in size
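Rat TrxR1 (90 nM in the dispensed reagent) was pre-reduced with 400 uM NADPH for 5 min at room temperature, then incubated with compound for 15 min. After 400 uM selenite was added, NADPH fluorescence (Ex 340/Em 450 nm) was followed for 8 min.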
* = called active by the depositor; ? = inconclusive; . = no result given; [ ] = remark or other dose. Unless noted, calls follow the shape of the dose curve; as a rule, active = well fitted inhibition curve with a large enough effect; inconclusive = small, poorly fitted or top-dose-only effect; inactive = no such curve, though single readings can be large or run the other way. These rows are one share of the data; rates above refer to the full screens.

cpd	compound	D2 ag	TRHR agonist	USP1 inh	Pin1 inhibitor	TRHR enhancer	D2 antagonist	IDH1 R132H inh	TrxR1 substrate	rTrxR1 inhibitor
1	O=C(N/N=C/c1ccco1)c1cc(-c2cccc(Br)c2)nc2ccccc12	2.0	0.1	-11.2%	16.9%	-11.4	13.5	5.7%	-6.8%	-19.9%
2	C=CCOc1ccc(/C=N/N2C(=O)C(CC(=O)Nc3ccc(F)cc3F)SC2=NC)cc1 (stereo not given)	1.0	2.8	-11.6%	5.4%	1.2	-11.9	-3.4%	-19.1%	-16.4%
3	Cc1ccc(S(=O)(=O)CCC(=O)N(C)C2CCCCC2)cc1	-0.2	0.3	-5.1%	5.6%	5.4	-20.7	10.7%	-2.5%	-15.8%
4	COc1ccc(-n2nnc3c(=O)n(CC(=O)N4CCCc5ccccc54)cnc32)cc1	0.2	0.3	-4.1%	4.5%	-5.8	-1.4	-5.0%	0.4%[57.1 µM]	4.2%[57.1 µM]
5	Cc1ccccc1CCNC(=O)C1CCN(S(=O)(=O)c2ccc(-n3cnnn3)cc2)CC1	-0.7	0.2	-14.0%	-2.8%	-2.5	4.5	2.7%	1.4%	9.4%
6	CCC(=O)N1CCc2cc(Br)cc(S(=O)(=O)Nc3ccccc3C(=O)OC)c21	0.2	0.4	-24.1%	-1.7%	0.9	.	6.5%	8.7%	18.1%
7	N#CCc1ccc(OC(=O)Nc2ccccc2)cc1	0.9	0.0	-22.8%	0.0%	4.8	-6.0	-11.2%	1.5%	17.6%
8	CCCCCC1CC(COc2ccccc2)OC1=O (stereo not given)	-0.8	0.1	-8.6%	-1.5%	17.0	2.7	-9.8%	-7.4%	8.2%
9	O=C(O)CCCC(=O)Nc1ccc(Sc2ccc([N+](=O)[O-])cc2)cc1	-0.4	-2.8	-4.1%	-0.5%	-4.3	16.9	0.2%	-13.4%	-11.2%
10	CCc1ccc(C(=O)NNc2ccc(Cl)cc2)cc1	0.7	-1.1	-18.6%	-4.3%	-6.5	10.8	9.8%	9.8%	35.3%
11	CC(CC(=O)Nc1ccc2c(c1)OCCO2)c1ccccc1 (stereo not given)	-3.2	-0.9	1.2%	-7.7%	-2.9	15.0	9.2%	10.6%[57.1 µM]	6.3%[57.1 µM]
12	Cc1cc(NC(=O)c2ccccc2F)on1	67.8*	0.3	-10.4%	6.9%	5.3	-2.1	-0.7%	0.6%	5.7%
13	O=C(COc1ccc(-c2ccccc2)cc1)N1CCN(C(=O)c2cccs2)CC1	0.5	-0.4	-3.8%	-5.2%	2.6	-8.8	-0.7%	8.2%[11.4 µM]	20.9%[11.4 µM]
14	CCOC(=O)c1ccc(NC(=O)CSc2cc(=O)n(CC)c3ccccc23)cc1	0.5	0.4	-18.7%	6.2%	6.3	.	15.5%	-0.8%[57.1 µM]	11.2%[57.1 µM]
15	Cc1nc2ccccc2nc1OCc1cccc([N+](=O)[O-])c1	-0.2	-1.3	-25.0%	1.2%	-4.4	9.4	-4.6%	10.5%	28.4%
16	O=C(NC1C(=O)NNC1c1ccccc1)c1ccccc1 (stereo not given)	0.9	-0.1	-23.6%	-1.3%	-3.9	-14.0	6.6%	16.2%	5.4%[57.1 µM]
17	Cc1c(Cl)cccc1-n1c(SCC(=O)N2CCC(C(=O)O)CC2)nnc1-c1ccncc1	1.7	0.3	-15.8%	7.0%	-3.4	-11.5	-2.3%	-5.1%	-2.7%
18	Cc1ccsc1/C=C1\SC(N)=NC1=O	-0.1	0.1	-13.4%	?	-5.3	-10.0	1.7%	-11.3%	-16.9%
19	CCN1C[C@@H]2[C@@H]3C(=O)N(C)C(=O)[C@@H]3[C@](C)(C1=O)N2C(=O)c1ccc(Cl)c(Cl)c1	.	.	-23.2%	1.9%	.	.	6.9%	9.4%	16.6%
20	CCN(CC)S(=O)(=O)c1ccc(Cl)c(C(=O)Nc2cccnc2)c1	-0.5	-0.5	-0.5%	-3.0%	3.7	0.3	-4.3%	-5.9%	0.7%
21	NC(=O)[C@@H]1CCOc2c(I)cc([N+](=O)[O-])cc2C(=O)N[C@@H](CO)C(=O)NCC(=O)N1	0.9	0.2	-0.9%	-14.9%	2.4	24.4	7.0%	-7.6%	-6.4%[57.1 µM]
22	O=C(NC1=NCCS1)c1sc2ccccc2c1Cl	-0.2	-0.1	-5.4%	9.3%	-4.4	-15.9	14.7%	-11.5%	-17.3%
23	Cc1cc(C)n(CC(=O)c2cccc([N+](=O)[O-])c2)n1	0.1	0.8	-12.8%	2.5%	-2.7	-9.6	3.4%	6.3%	14.5%
24	CCOc1cc(Br)c(C=O)cc1OCC	-1.6	-2.0	2.9%	-5.2%	3.3	-20.2	-11.4%	-5.2%[57.1 µM]	-4.2%[57.1 µM]
25	CC(NC(=O)CN1CCN(Cc2cccc(F)c2)CC1)c1ccccc1 (stereo not given)	0.5	0.2	-5.1%	-0.1%	-0.8	-6.4	9.3%	8.1%[2.29 µM]	6.0%[57.1 µM]

Next records
cpd	compound	D2 ag	TRHR agonist	USP1 inh	Pin1 inhibitor	TRHR enhancer	D2 antagonist	IDH1 R132H inh	TrxR1 substrate	rTrxR1 inhibitor
26	Cc1ccc(S(=O)(=O)N2CCC(C(=O)N(C)C3CCS(=O)(=O)C3)CC2)cc1 (stereo not given)	-1.5	-0.2	-9.0%	-8.6%	1.3	4.5	1.6%	12.0%[57.1 µM]	17.7%[57.1 µM]
27	CCOC(=O)c1c(NC(=O)/C=C/c2ccc(Cl)cc2)sc2c1CCC(C)C2 (stereo not given)	0.3	-0.4	?	-1.5%	-6.3	.	0.0%	-1.0%	3.7%
28	O=C(COC(=O)c1cnccn1)NC(=O)c1ccccc1	0.4	0.2	-10.5%	-9.5%	0.3	-0.2	1.4%	-3.8%	-14.0%
29	CCC(C)(C)n1nnnc1C(c1ccc(N(C)C)cc1)N1CCN(C2CCCCC2)CC1 (stereo not given)	-0.1	-0.6	1.5%	-3.3%	0.7	-17.1	8.4%	-9.8%	-71.6%
30	CCOC(=O)N1CCN(c2nnnn2-c2ccccc2)CC1	.	0.6	-7.9%	-7.1%	1.6	.	6.4%	-3.9%	14.7%[57.1 µM]
31	CCOc1cc(/C=C(\C#N)C(=O)Nc2ccccn2)ccc1O	2.4	5.8	?	20.8%	3.8	1.6	3.7%	-1.0%	25.1µM*
32	Cc1ccc2c(c1)C1C=CCC1C(C(=O)NCCCN1CCOCC1)N2 (stereo not given)	.	.	?	-1.9%	.	.	-7.2%	3.1%	-0.5%
33	CCn1cc(C(=O)N2CCN(c3cc(C)ccc3C)CC2)c(=O)c2cc(S(=O)(=O)N(C)C3CCCCC3)ccc21	0.2	-0.1	-34.9%	-4.0%	-5.8	.	0.5%	2.0%	17.0%
34	O=C(OCC(=O)N1CCN(C(=O)COC(=O)c2ccncc2)CC1)c1ccncc1	-0.5	1.1	-7.7%	2.7%	-4.6	13.0	-9.5%	6.1%	10.1%
35	COc1ccc(CC(=O)Nc2ccc(F)c(F)c2F)cc1S(=O)(=O)N1CCOCC1	0.8	0.2	-16.1%	-3.0%	-3.6	5.8	2.0%	8.7%	15.7%
36	COc1ccc(CC(NC(C)=O)C(=O)NC2CCN(C(=O)c3cc(OC)c(OC)c(OC)c3)CC2)cc1 (stereo not given)	0.7	0.6	0.0%	-11.1%	-14.3	2.0	0.0%	-0.4%	23.1%
37	COc1ccc(NC(=O)CSc2nc3nc(C)c(Cc4ccc(C)cc4)c(C)n3n2)cc1OC	0.0	-1.0	-14.3%	0.8%	0.4	.	9.0%	-6.1%[57.1 µM]	-9.0%[57.1 µM]
38	COc1ccc(-c2nnn(CC(=O)N(CCCN3CCOCC3)C(C(=O)NC3CCCC3)c3ccco3)n2)cc1 (stereo not given)	0.0	-0.6	-5.7%	25.8%	-1.3	-17.3	3.4%	-1.7%	-1.9%
39	Cc1ccc(NC(=O)NN2CCN(C)CC2)cc1C	0.6	-0.2	-14.1%	-2.7%	41.3*	5.5	0.0%	9.4%	15.0%
40	COc1ccc(NC2CCCN(C(=O)c3ccc4[nH]c(C)c(C)c4c3)C2)cc1OC (stereo not given)	-0.5	-0.4	-20.0%	0.5%	-3.4	6.1	-2.7%	-2.3%	3.8%
41	CC(O)(CS(=O)(=O)Cc1ccccc1Cl)C(=O)Nc1cccc(C(F)(F)F)c1 (stereo not given)	.	.	-4.2%	-7.2%	.	.	1.6%	-1.1%	12.9%

One compound at a time, as listed above. Order of values: D2 ag, TRHR agonist, USP1 inh, Pin1 inhibitor, TRHR enhancer, D2 antagonist, IDH1 R132H inh, TrxR1 substrate, rTrxR1 inhibitor
CCC(C)(C)n1nnnc1C(c1ccc(N(C)C)cc1)N1CCN(C2CCCCC2)CC1 (stereo not given) reads -0.1, -0.6, 1.5%, -3.3%, 0.7, -17.1, 8.4%, -9.8%, -71.6%
CC(O)(CS(=O)(=O)Cc1ccccc1Cl)C(=O)Nc1cccc(C(F)(F)F)c1 (stereo not given) reads ., ., -4.2%, -7.2%, ., ., 1.6%, -1.1%, 12.9%
COc1ccc(NC2CCCN(C(=O)c3ccc4[nH]c(C)c(C)c4c3)C2)cc1OC (stereo not given) reads -0.5, -0.4, -20.0%, 0.5%, -3.4, 6.1, -2.7%, -2.3%, 3.8%
